Bioassay records (PubChem)
CHO-K1 Ca antag: nonselective inhibitor or artifact in parental CHO-K1 cells; ATP-induced calcium, Fluo-8 fluorescence; inhibition, % at 3 µM; 0.6% of 360,000 active; AID 602250;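 active = inhibition above a per-plate cutoff, the plate's mean sample inhibition plus 3 SD, cut at about 24% in these data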;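 also: 0% = DMSO plus EC80 ATP and 100% = DMSO alone without ATP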
M1 antag: human M1 muscarinic receptor antagonists, primary screen, CHO-K1 cells, Fluo-8 calcium fluorescence, 1536-well | Muscarinic acetylcholine receptor M1 (Homo sapiens), P11229 | CHO-K1 hM1, ACh EC80 antagonist | inhibition, % at 3 µM | 1.3% of 360,000 active | AID 588852, 2011;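 active = percent inhibition above its own plate's cutoff, namely the mean of that plate's compound wells plus 3 SD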;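 also: peak over basal fluorescence ratio during 140 s after agonist addition; 0% = ACh EC80 plus DMSO and 100% = DMSO alone without agonist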
CHO-K1 Ca ag: counter-screen for M1 agonists: effect in parental CHO-K1 cells; 0.48% of 360,000 active; Fluo-8 calcium fluorescence; scaled to maximal ATP response, vehicle zero; activation, % at 3 µM; in the data active = activation above about 15%;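 also: untransfected CHO-K1 host cells lacking M1 receptor as counterscreen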
TAAR1 ag: human TAAR1 agonists, primary screen, Fluo-8 calcium fluorescence, CHO RD-HGA16 cells. AID 624467, 2012. activation, % at 3 µM. 0.99% of 360,000 active. vehicle wells 0%, saturating PEA agonist 100%;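 active = activation above the mean activation of all test compounds in the run plus 3 SD, cut at about 38% in these data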
Target sequence (Q96RJ0 whole entry, looked up): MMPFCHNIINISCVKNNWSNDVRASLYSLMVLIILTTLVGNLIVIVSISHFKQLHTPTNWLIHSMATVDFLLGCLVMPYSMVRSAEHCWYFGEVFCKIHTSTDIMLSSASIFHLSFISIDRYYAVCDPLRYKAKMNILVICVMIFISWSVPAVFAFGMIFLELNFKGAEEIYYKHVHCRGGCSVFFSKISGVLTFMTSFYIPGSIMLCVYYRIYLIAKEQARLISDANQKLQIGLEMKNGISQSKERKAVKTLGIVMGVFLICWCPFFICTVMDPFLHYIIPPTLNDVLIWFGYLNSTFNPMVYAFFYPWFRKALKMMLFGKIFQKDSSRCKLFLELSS
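Test system: RD-HGA16 (CHO) cells co-expressing Gα16 and hTAAR1 | Doses: Single dose, 3 µM | Schedule: 17-24 h seeding, 75 min 37 °C dye, 30 min RT | Evaluation: % activation from peak over basal fluorescence ratio, DMSO-to-PEA scaled | Technique: Kinetic Fluo-8 calcium fluorescence | Benchmarks: Low control DMSO, high control PEA (EC100)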
OXTR potentiate: human OXTR potentiators, primary screen, fluorescence, CHO-OTR cells, Fluo-8 calcium; Oxytocin receptor (Homo sapiens), P30559; Fluo-8 calcium fluorescence, potentiator mode; 0% = oxytocin EC15, 100% = EC100; activation, % at 3 µM; 0.061% of 320,000 active;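 active = activation above that plate's cutoff, the mean activation of tested compounds plus 3 SD, cut at about 6.6% in these data, passing the limit was not always enough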;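 also: 100% uses oxytocin at 75 nM as the full agonist control; some results filed as inactive read as strong as hits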
Target sequence (P30559 whole entry, looked up): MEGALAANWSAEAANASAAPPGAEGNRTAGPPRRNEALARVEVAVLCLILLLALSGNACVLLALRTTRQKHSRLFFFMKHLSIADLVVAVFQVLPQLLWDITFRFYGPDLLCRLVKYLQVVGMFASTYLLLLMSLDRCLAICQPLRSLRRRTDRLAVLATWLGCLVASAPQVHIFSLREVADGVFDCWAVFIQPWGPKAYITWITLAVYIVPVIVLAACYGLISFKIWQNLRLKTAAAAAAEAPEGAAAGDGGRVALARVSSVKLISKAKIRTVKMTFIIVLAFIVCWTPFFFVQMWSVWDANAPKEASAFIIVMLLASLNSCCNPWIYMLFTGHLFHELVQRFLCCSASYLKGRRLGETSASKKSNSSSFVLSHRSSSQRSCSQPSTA
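Material: human OTR in CHO cells. Compound: 3.0 µM, one dose. Timing: compound 6 min at room temperature before oxytocin, 100 s read. Evaluation: % activation of max/min ratio relative to oxytocin controls. Replication: single well per compound, singlicate. Signal: Fluo-8 calcium dye fluorescence.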
CHO parental Ca: ATP-evoked calcium signal inhibitors, parental CHO, primary screen, counter-screen for OX1R antagonist project, cell-based, fluorescence, Fluo-8 calcium dye | parental CHO-K1, ATP-induced calcium, Fluo-8 fluorescence | inhibition, % at 5.6 µM | 0.63% of 330,000 active;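 active = inhibition above that plate's mean sample inhibition plus 3 SD, cut at about 26% in these data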;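 also: 0% = ATP-challenged DMSO wells and 100% = DMSO wells without ATP; some compounds past the cut are filed as inactive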
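Assay system: parental CHO cells; Read-out basis: percent inhibition of ATP-evoked calcium rise, normalized to controls; Benchmarks: ATP and no-ATP DMSO wells; Compound dosing: single nominal dose of 5.6 µM per compound; Signal: Fluo-8 calcium dye fluorescence; Also added: ATP as calcium-mobilizing challenge; Repeats: singlicate.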
M1 ag: human M1 muscarinic receptor agonists, primary screen, Fluo-8 calcium fluorescence, CHO-K1 cells, HTS. Muscarinic acetylcholine receptor M1 (Homo sapiens), P11229. CHO-K1 hM1, agonist mode; 0% DMSO, 100% acetylcholine EC100. activation, % at 3 µM. 0.33% of 360,000 active;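 active = activation above the run's mean compound activation plus 3 SD, cut at about 16% in these data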;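 also: peak over basal fluorescence ratio within a 140 s kinetic read after compound addition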
TAAR1 antagonist: human TAAR1 antagonists, primary screen, Fluo-8 calcium fluorescence, CHO RD-HGA16 cells; AID 624466, 2012; 1.5% of 360,000 active; inhibition, % at 3 µM; Trace amine-associated receptor 1 (Homo sapiens), Q96RJ0; antagonist;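 active = inhibition above a per-plate cutoff, the mean inhibition of test compounds on that plate plus 3 SD, cut at about 49% in these data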;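 also: 0% = DMSO plus EC80 beta-PEA response and 100% = DMSO alone without agonist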
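Test system – hTAAR1-expressing CHO RD-HGA16 cells, Gα16-coupled · Also added – β-PEA at EC80 concentration, post-compound challenge · Compound – 3 µM, single point · Incubation – dye loading 75 min at 37 °C, then 30 min room temperature · Measured by – Fluo-8 intracellular calcium dye fluorescence, real-time kinetic reads · Benchmarks – vehicle and agonist controls · Replicates – singlicate, one well per test compound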
CHO-K1 Ca PAM: nonselective calcium activators in parental CHO-K1 cells, primary screen, counter-screen for M1 PAM project, cell-based, Fluo-8 calcium fluorescence, full deck, 1536-well | AID 602247, 2012 | 0.02% of 360,000 active | ATP EC20; 0% at ATP EC20, 100% at ATP max | activation, % at 3 µM;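 active = activation above the run cutoff, the mean activation of all test compounds plus 3 SD, cut at about 40% in these data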;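 also: peak over basal fluorescence ratio in a 140 s read after ATP addition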
Active calls of the source: *; . = not tested or not shown; & = joins results of further samples. Not a hit list, and some 4.2% of all compounds hit somewhere here.

SMILES	CHO-K1 Ca antag	M1 antag	CHO-K1 Ca ag	TAAR1 ag	OXTR potentiate	CHO parental Ca	M1 ag	TAAR1 antagonist	CHO-K1 Ca PAM
Cc1cnc(C(=O)OCC(=O)NC(=O)NC(C)C)cn1	1	-7	0.1	0	-17	-4	-4	9	13
N#C/C(=C\c1ccc(F)cc1)C(=O)Nc1ccccn1	1	-2	-0.5	-2	-10	0	-1	0	-2
COc1ccc(N(CC(=O)Nc2ccc(F)cc2)S(=O)(=O)c2ccccc2[N+](=O)[O-])c(OC)c1	3	4	3.4	6	-15	-2	-8	-2	9
O=C(CCC(=O)Nc1ccc(F)cc1)N/N=C/c1ccc(Br)cc1	-14	-13	0.5	37	-3	-14	-3	53*	4
c1cnn2c(-c3ccc4c(c3)CCO4)cnc2c1	-7	-25	0.2	-1	.	.	-5	-13	20
Cc1cccc(C)c1NC(=O)COc1ccc2c(C)c(Cc3ccccc3)c(=O)oc2c1C	3	-5	-0.2	6	4	-6	-5	15	7
COc1cccc(C=Nc2cc(C)cc(C)c2)c1O	-3	2	-0.4	2	-1	-7	-3	-9	-2
CC(C)CC(=O)Nc1cccc(-c2csc(-c3ccccc3)n2)c1	5	-10	-0.7	5	-12	-4	-5	23	-11
O=C(Nc1ccc([N+](=O)[O-])cc1)C(Cc1ccccc1)N1C(=O)c2cccc3cccc(c23)C1=O (stereo not given)	4	0	1.0	0	-7	-12	-3	-7	-6
CCOC(=O)c1c(NC(=O)CCS(=O)(=O)c2ccccc2)sc2c1CC(C)(C)NC2(C)C	14	-8	0.0	0	-9	-2	-5	2	1
CCC/C=N/NC(=O)c1cccc(Br)c1	1	-2	0.6	7	-5	2	-11	15	13
N#CCCn1nc(Cc2cccc3ccccc23)c(C#N)c1N	-9	-6	-0.1	6	-7	4	-3	3	12
Cc1onc(-c2ccccc2Cl)c1C(=O)N1CCC(Cc2ccccc2)CC1	-10	7	2.3	-1	-5	-13	-5	-41	20
CCN(CC)C(=O)C1=C(C)N(Cc2ccc(F)cc2)C(=O)C(CC(=O)NCC2CCCCC2)C1 (stereo not given)	-19	-13	-0.9	1	.	.	-7	10	12
Cc1oc(-c2ccccc2F)nc1CS(=O)(=O)CC(=O)N1CCCCCC1	-2	-4	0.1	4	-3	-16	-3	-20	14
CCN(CC)S(=O)(=O)c1ccc(N2CCCCC2)c(C(=O)Nc2ccccc2N2CCOCC2)c1	10	-2	-0.2	6	-15	-5	-5	0	-1
CC(=O)N1c2ccc(S(=O)(=O)N3CCCCC3)cc2CC1C (stereo not given)	-9	-16	2.7	3	0	-7	-4	-14	8
Cc1ccc(C2C3=C(CCCC3=O)N=C3c4ccccc4C(=O)C32)cc1 (stereo not given)	-12	-4	0.1	1	-3	-6	-5	1	16
Cc1ccc(NC2=C(CC(=O)O)C(c3ccccc3)N(c3ccc(C)cc3)C2=O)cc1 (stereo not given)	0	-3	-0.4	-2	-1	-26	-9	-3	9
COCCC(=O)N1CCC(C(=O)Nc2ccc(Oc3ccccc3)nc2)CC1	-15	-7	0.8	1	-5	-5	0	-14	26
CCCCC(=O)Nc1ccc2c(c1)OCCO2	-21	1	0.3	6	-10	-1	-4	5	8
OCCC1CN(Cc2ccc(C(F)(F)F)cc2)CCN1Cc1ccccc1 (stereo not given)	-14	-11	1.3	10	-11	1	-6	2	10
Cc1cc2c(ccc3[nH]onc32)n1	12	-4	0.2	4	-15	10	-2	-6	-8
C=CCOC(=O)C(C(=O)Cc1ccccc1)c1ccccc1 (stereo not given)	-8	-8	-0.5	-2	.	.	-9	-3	3
O=C1NC[C@H](CCCCN2CCN(CCc3ccccc3)C(=O)C2=O)N(CCC2CCCCC2)C1=O	-21	.	0.2	4	.	.	.	11	9

Arranged by count of non-hydrogen atoms (high to low): part of the list above
SMILES	CHO-K1 Ca antag	M1 antag	CHO-K1 Ca ag	TAAR1 ag	OXTR potentiate	CHO parental Ca	M1 ag	TAAR1 antagonist	CHO-K1 Ca PAM
CCN(CC)C(=O)C1=C(C)N(Cc2ccc(F)cc2)C(=O)C(CC(=O)NCC2CCCCC2)C1 (stereo not given)	-19	-13	-0.9	1	.	.	-7	10	12
CC(C)CC(=O)Nc1cccc(-c2csc(-c3ccccc3)n2)c1	5	-10	-0.7	5	-12	-4	-5	23	-11
CCC/C=N/NC(=O)c1cccc(Br)c1	1	-2	0.6	7	-5	2	-11	15	13

(cont.)
SMILES	CHO-K1 Ca antag	M1 antag	CHO-K1 Ca ag	TAAR1 ag	OXTR potentiate	CHO parental Ca	M1 ag	TAAR1 antagonist	CHO-K1 Ca PAM
CN(C)C(CNc1ncnc2sc3c(c12)CCCCC3)c1ccco1 (stereo not given)	-6	17	0.1	3	-4	-14	-7	-13	12
CCn1c(O)c(/C=C2\C=Nc3ccccc32)sc1=Nc1ccc(C)cc1	-22	1	1.1	9	-6	-9	-7	-1	20
Cc1cc(C)c2[nH]c(=O)c(CN(CC3CCCO3)C(=S)Nc3ccccc3)cc2c1 (stereo not given)	-3	-7	0.7	0	-3	-8	-6	2	14
Cc1ccc(NC(=O)COC(=O)CCc2c(C)nc3ncnn3c2C)cc1	-10	5	-0.3	1	-3	-10	-3	-11	13
CC(C)OCCCNc1ncc2c(n1)CC(c1cccs1)CC2=O (stereo not given)	0	0	0.4	2	2	-16	-8	-4	-2
Oc1cccc(/C=N/Nc2cccc3cccnc23)c1	-15	-7	0.6	14	.	.	-2	4	18
Cn1c(=O)[nH]c(=O)c2c1ncn2CCN1CCCCC1	0	-6	0.3	0	-5	-2	-4	-5	2
COc1ccc(/C=N/NC(=O)c2[nH]c3ccc(C)cc3c2-c2ccccc2)c(C(=O)O)c1OC	-14	-12	0.1	-1	-7	-13	0	-2	11
O=c1oc2ccccc2c(O)c1Sc1ccc(Cl)cc1	-10	-2	0.7	-1	-10	-4	-1	-100	23
COc1ccc(S(=O)(=O)N2CCC[C@H]2C(=O)N2CCC[C@H]2C(=O)NCc2ccc(F)cc2F)cc1C	-6	.	0.2	0	.	.	.	-20	-1
CCOc1ccccc1NC(=O)C(OC(=O)c1ccc(NC(=O)CC#N)cc1)c1ccccc1 (stereo not given)	-1	5	-0.1	3	-6	11	-2	15	9
O=C(NC1(C(F)(F)F)NC(=O)N(Cc2cccnc2)C1=O)c1cccs1 (stereo not given)	-5	-36	0.4	4	0	0	1	-8	16
COCCNS(=O)(=O)c1cc2[nH]c3c(c2cc1C)C(=O)CC(C)(C)C3	-7	-16	2.2	6	-4	-2	-1	-5	4
CCCC(=O)NC(=S)Nc1cccc(NC(=O)c2ccccc2)c1	6	-14	0.9	3	-5	1	-12	9	9
CC(=O)c1c(COC(=O)c2cccnc2)nc2ccccc2[n+]1[O-]	-11	-28	0.3	5	-5	-18	0	-9	19
Cc1cc(-c2nc3cccnc3s2)ccc1NS(=O)(=O)c1cccs1	-3	-2	2.1	0	-3	-12	-3	63*	11
CCNC(=O)COC(=O)/C=C/c1cccc(F)c1	-5	-8	0.8	12	-3	-3	-2	-2	4
COc1ccc(NC(=O)c2cnn3c(C(F)(F)F)cc(-c4ccco4)nc23)cc1OC	-16	-19	0.5	8	-7	-10	-2	1	22
COc1ccc(NC(=O)CSc2nc(=O)n(CCN(C)C)c3c2CCCC3)cc1	14	-9	-0.3	0	2	-30	-7	-15	-10
NS(=O)(=O)c1ccc(SCc2ccccc2)nc1	-8	0	2.6	0	1	15	-4	28	19
Cc1ccc(/C=N/N(C)S(=O)(=O)c2ccc(C)cc2)cc1	2	-14	1.2	10	-3	51*	-4	-8	6
C/C(=N/NC(N)=S)c1ccc(Br)s1	-3	10	0.5	10	-6	-12	3	9	19
Cc1ccc(OCC(=O)NNC(=O)C2CSC3(C)CCC(=O)N23)cc1 (stereo not given)	-1	-5	-0.1	2	-4	-7	-3	-20	6
CCOC(=O)NC(=O)CSc1ccccn1	-18	0	-0.6	14	3	-5	-2	-18	14
CN(C)C(=S)NCc1ccccc1	-7	-30	0.1	2	-10	-7	-3	2	9
SMILES	CHO-K1 Ca antag	M1 antag	CHO-K1 Ca ag	TAAR1 ag	OXTR potentiate	CHO parental Ca	M1 ag	TAAR1 antagonist	CHO-K1 Ca PAM
CC(=O)Nc1ccc(OCCOc2ccc(/C=C3\C(=N)N4N=C(C)SC4=NC3=O)cc2)cc1	-5	-6	-0.1	4	-14	10	-3	-7	-2
CC(NC(=O)c1ccc(Cn2cc([N+](=O)[O-])cn2)o1)c1ccccc1 (stereo not given)	-15	-24	0.4	1	-9	5	-3	-1	23
COc1cc2ccc(=O)oc2c(O[C@@H]2O[C@H](CO)[C@@H](O)[C@H](O)[C@H]2O)c1O	-3&-12	3&-3	1.3&0.7	10&1	2&4	-11&15	-4&0	-8&-18	7&-3
CN(c1ccccc1)S(=O)(=O)c1ccc(Cl)c(C(=O)NCc2ccccc2CN2CCCC2)c1	-9	6	-0.7	-1	-4	-30	-9	3	-14
CC(=O)C1C(C)CC2C3CCC4CC(=O)CCC4(C)C3CCC21C (stereo not given)	-11	-27	0.2	-1	.	.	-4	-24	31
CC(Oc1ccccc1)C(=O)N1CCc2ccccc2C1 (stereo not given)	-15	-10	0.7	7	-14	-19	-10	-16	10
CC1CCCCN1CCCNC(=O)c1ccc2nc(N3CCCCC3)sc2c1 (stereo not given)	23	15	-0.2	0	-3	-2	-12	1	-9
CCOc1cc2[nH]c(=O)n(CC3CCC(C(=O)NCCCOC)CC3)c(=O)c2cc1OCC (stereo not given)	4	-4	-0.2	-2	-10	1	0	-1	-4
COc1cc2c(cc1OC)C(c1cc3cc(OC)c(OC)cc3[nH]c1=O)N(C(=O)C1CC1)CC2 (stereo not given)	-8	-8	0.5	4	-2	-5	-5	-14	15
Cc1ccccc1C1N=C2Oc3ccccc3C=C2C(=O)N1 (stereo not given)	-2	13	0.2	2	.	.	5	6	9
O=C(NCc1ccco1)c1ccccc1NS(=O)(=O)c1ccc(Br)s1	24*	-2	8.3	7	-10	-4	1	2	0
